GSK3 alpha inh: human GSK-3 alpha kinase inhibition | inhibition, % at 10 µM | P49840 | ADP-Glo luminescence, 60 min | actives 0.1% (n = 320,000) | AID 2650;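 in the data active = inhibition above about 50%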;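 also: GST-tagged GSK-3 alpha with peptide substrate and 25 µM ATP; 0% = DMSO neutral wells and 100% = GW8510 positive control wells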
AI-2 QS mod: modulators of Vibrio harveyi AI-2 quorum sensing system; Vibrio harveyi JMH597 AI-2 luminescence/OD600 ratio, 9 h; active compounds read low; strain lacks LuxN and CqsS sensors; 0 = neutral-control median; activity change, % at 7.5 µM; actives 0.4% (n = 300,000); AID 2094; in the data active = activity change below about -75%, passing the limit was not always enough; inconclusive = no clear call, values can overlap the other calls;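 also: luminescence divided by OD600 gain over 9 h not by final OD600 alone; inactives centre near 13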
HSF1 inh: HSF1 inhibition; NIH3T3-HGL HSE-luciferase, MG132-induced, luminescence 8 h; active compounds read low; activity change, negative = inhibition, % at 7.5 µM (by protocol); actives 0.77% (n = 300,000);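 active = more than half of replicate wells show activity change below -50%, luminescence cut by over half; inconclusive = some wells, but at most half, below -50%; inactive = no replicate well below -50%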;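 also: luciferase reports HSF-1 transcriptional activity via heat shock element; 0% = median of DMSO wells and -100% = zero luminescence signal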
PolyA inh: yeast polyadenylation inhibition; S. cerevisiae SKY197-pL101 polyadenylation reporter, beta-gal luminescence; efflux-impaired pdr1/pdr3 knockout yeast; score 100 = 6 SD above DMSO; AID 1875; calls only at 12 µM; actives 0.02% (n = 300,000);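 active = lowest replicate activity score at least 50, where 100 means six control SD above control mean; inconclusive = lowest score under 50 but half or more replicates reach 50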;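 also: yeast exposed to compound for 9 h at 30 °C; higher score means more reporter readthrough which indicates perturbed polyadenylation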
GSK3B inh: inhibitors of human GSK3beta kinase. P49841. GST-GSK3beta kinase, ADP-Glo luminescence, 60 min; active compounds read low. activity score (negative = inhibition), % at 10 µM. actives 0.038% (n = 300,000);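 active = more than half of replicate wells score below -50%, meaning over 50% inhibition versus plate controls; inconclusive = some replicates but at most half score below -50%; inactive = no replicate scores below -50%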;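 also: 0% = median DMSO wells and -100% = median GW8510 positive control wells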
Target sequence (P49841 whole entry, looked up): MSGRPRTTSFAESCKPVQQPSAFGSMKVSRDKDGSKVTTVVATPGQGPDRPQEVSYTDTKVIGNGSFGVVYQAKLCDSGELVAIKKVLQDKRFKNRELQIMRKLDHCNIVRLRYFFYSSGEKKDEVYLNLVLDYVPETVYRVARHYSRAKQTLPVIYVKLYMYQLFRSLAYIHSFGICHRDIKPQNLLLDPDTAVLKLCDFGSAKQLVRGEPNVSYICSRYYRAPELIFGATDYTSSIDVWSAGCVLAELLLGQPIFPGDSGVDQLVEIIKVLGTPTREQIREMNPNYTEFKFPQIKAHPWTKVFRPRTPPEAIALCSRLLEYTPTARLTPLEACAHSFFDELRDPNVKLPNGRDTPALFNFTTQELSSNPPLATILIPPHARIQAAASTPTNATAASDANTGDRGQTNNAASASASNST
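test system = GST-tagged human GSK3beta kinase, cell-free | reagent = 25 µM ATP with peptide substrate | dosing = one dose of 10 µM per compound | schedule = 60 min reaction, RT | detection = luminescent ADP-Glo measurement of ADP formed | control set = DMSO neutral wells and GW8510 at 20 µM as positive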
HSP90 refold inh: inhibitors of HSP90 luciferase refolding in rabbit reticulocyte lysate; AID 1789; luciferase refolding luminescence, 3 h; inhibition, % at 5.6 µM; actives 0.91% (n = 290,000);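 active = inhibition above the screen-wide mean plus 3 SD, computed separately per campaign, cut at about 16% in these data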;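 also: 0% = DMSO wells and 100% = 60 µM geldanamycin wells; inhibitors lower the luminescence because luciferase stays unfolded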
Dyrk1A ADPGlo: inhibitors of rat Dyrk1A kinase | ADP-Glo luminescence, NFATc1 peptide | inhibition, % at 12.5 µM | actives 0.43% (n = 310,000); in the data active = inhibition above about 50%;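 also: plate controls were vehicle with enzyme for no effect and no enzyme for full effect; many of its hits are not listed in these tables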
Platelet DG rel: modulates dense granule release in human platelets; human platelet-rich plasma, SFLLRN dense granule ATP release, luminescence; inhibition, %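 (compounds screened at 7.5 µM in platelet-rich plasma)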; actives 0.22% (n = 300,000); AID 1663;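 active = mean replicate score, as percent of positive control, at or above 50; inconclusive = mean below 50 but at least one replicate at or above 50; inactive = mean and every replicate below 50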
HSF-1 act: increases HSF-1 driven luciferase reporter signal; NIH3T3-HGL HSF-1 luciferase reporter, MG132, 8 h; 100% = twice DMSO control signal; activation, % at 9 µM; actives 1.7% (n = 300,000);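 active = mean replicate activation of at least 50% with a set share of replicates each reaching 50%; inconclusive = only one of those two conditions met; inactive = mean below 50% and too few replicates reaching it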;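 also: 0% = median of the neutral control wells and 100% = twice that signal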
HDAC3 inh: inhibitors of human histone deacetylase 3; recombinant HDAC3, fluorogenic peptide/trypsin coupled, fluorescence; inhibition, % at 8.3 µM; actives 0.15% (n = 320,000); in the data active = inhibition above about 26%, passing the limit was not always enough; inconclusive = no clear call, values can overlap the other calls
Target sequence (O15379 whole entry, looked up): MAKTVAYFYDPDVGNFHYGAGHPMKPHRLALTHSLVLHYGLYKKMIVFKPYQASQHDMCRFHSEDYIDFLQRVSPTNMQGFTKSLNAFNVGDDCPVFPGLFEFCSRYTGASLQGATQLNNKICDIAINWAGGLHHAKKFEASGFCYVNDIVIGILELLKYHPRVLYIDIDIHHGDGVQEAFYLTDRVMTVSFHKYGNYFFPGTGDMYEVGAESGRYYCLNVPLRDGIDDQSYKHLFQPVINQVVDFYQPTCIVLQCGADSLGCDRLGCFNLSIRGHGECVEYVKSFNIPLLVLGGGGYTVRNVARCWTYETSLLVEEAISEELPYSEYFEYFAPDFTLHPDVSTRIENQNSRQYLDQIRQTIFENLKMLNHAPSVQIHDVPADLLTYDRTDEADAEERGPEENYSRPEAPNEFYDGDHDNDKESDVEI
The depositor's hits bear a star; i = inactive; ? = inconclusive; . = no result given. An excerpt; rates above refer to the full screens.

SMILES	GSK3 alpha inh	AI-2 QS mod	HSF1 inh	PolyA inh	GSK3B inh	HSP90 refold inh	Dyrk1A ADPGlo	Platelet DG rel	HSF-1 act	HDAC3 inh
O=C(c1cccs1)N(Cc1ccc(F)cc1)C1CCS(=O)(=O)C1 (centres undefined)	0	17	-3	i	2	-4	-4	5	12	-6
CC(C)COc1ccc(C(=O)NC(CC(C)C)C(=O)O)cc1 (centres undefined)	0	33	5	i	-2	0	19	0	-9	11
CCc1cccc(C)c1NC(=O)CN1CCN(S(=O)(=O)c2ccc(C(C)(C)C)cc2)CC1	0	20	0	i	8	.	13	3	13	7
CCOC(=O)c1ccc(NC(=O)CCC(=O)OC)cc1	-4	-9	-3	i	-2	1	8	-7	-4	6
Cc1ccccc1Nc1nc(N)nc(CSc2nc3ccccc3c(=O)n2CCCO)n1	-1	9	-6	i	1	-2	2	-2	19	-2
CC(C)Nc1nnc(Sc2ccc(Cl)cc2[N+](=O)[O-])s1	-1	23	-50*	i	3	-4	-4	-11	-60	6
C=CCNC(=O)N1c2ccccc2Sc2ccccc21	1	8	-2	i	-4	6	.	-3	18	3
CC(CC(=O)NC1CCCCC1)S(=O)(=O)c1ccc2c(c1)NC(=O)CO2 (centres undefined)	-1	.	-2	i	-6	5	-2	-8	-6	1
Cc1ccc(C)n1-c1ccc(C(=O)O)cc1	1	20	-5	i	-4	-1	.	3	15	-2
C=C(Br)Cn1c(CC)nc2ccccc21	0	0	-6	i	2	1	4	-6	-7	.
CCNC(=O)COc1ncnc2scc(-c3ccc(F)cc3)c12	-1	-22	2	i	-3	-2	0	12	-12	5
O=C(Nc1ccc(S(=O)(=O)N2CCCC2)cc1)c1ccc([N+](=O)[O-])cc1	-1	.	-1	i	.	-4	16	0	42	2
N#C/C(=C\c1c(N2CCC(C(N)=O)CC2)nc2ccccn2c1=O)C(=O)NC1CCCCC1	-1	1	-1	i	3	-6	.	13	8	4
Cc1cccc(-n2cnc3c(sc4nc(N5CCOCC5)c5c(c43)CCCC5)c2=O)c1	1	47	-5	i	-1	2	-3	?	-1	-7
Cc1c(NC(=O)/C(C#N)=C/c2ccccc2)c(=O)n(-c2ccccc2)n1C	2	16	-1	i	-1	2	2	0	-2	-1
COc1ccc(C(C2C(=O)CC(C)(C)CC2=O)C2C(=O)CC(C)(C)CC2=O)cc1CO	-3	12	0	i	-2	-4	-2	-3	0	0
Cc1ccc(-c2nc(CSCC(=O)N3CCOCC3)c(C)o2)cc1	1	29	11	i	1	-1	-4	-2	31	-1
COC(=O)c1ccc(S(=O)(=O)c2ccc(Cl)cc2)c(N)c1	6	11	5	i	1	2	-2	1	4	-40
CC(OC(=O)c1ccc2ncsc2c1)C(=O)NC1CCCCC1C (centres undefined)	0	3	-5	i	1	.	-5	21	-9	0
CC(C)CN1C(=O)c2ccc(C(=O)Nc3nccs3)cc2C1=O	-5	16	19	i	0	-6	3	-16	27	-1
COc1cc2nc(=S)n3[nH]c(COc4ccccc4C)nc3c2cc1OC	-1	3	-4	i	4	7	-2	26	-5	5
CCC(C)N1C(=O)S/C(=C/c2ccc(Sc3nc4ccccc4[nH]3)o2)C1=O (centres undefined)	-1	39	17	i	-2	1	-8	-4	20	7
CCOC(=O)CN1C(=O)S/C(=C/c2ccc3c(c2)n(C)c(=O)n3C)C1=O	0	-10	-27	i	7	2	-4	-6	-44	4
O=C(NCCNC(=O)c1ccccc1Br)c1ccccc1Br	-6	41	-10	i	2	-1	2	2	-9	0
C[C@@H]1CN(C(=O)c2nc3ccc(Cl)cn3c2CN2CCc3sccc3C2)C[C@H](C)O1	1	23	-2	i	0	3	-8	0	21	-3
O=C(COC(=O)c1cc([N+](=O)[O-])ccc1N1CCOCC1)c1ccccc1	-1	10	4	i	1	.	-11	8	12	1
CC(CCc1ccc(O)cc1)NCCc1ccc(O)c(O)c1 (centres undefined)	-1	22	-6	i	-1	.	0	1	-4	-10
COc1ccc(N(CC(=O)NCCC2=CCCCC2)S(=O)(=O)c2ccccc2)cc1OC	0	18	1	i	-1	-2	-6	-1	4	0
CC1CN(C(=O)COC(=O)c2ccc(C#N)cc2)CC(C)O1 (centres undefined)	4	4	2	i	-1	48*	-2	-1	5	-2
CC(C)CCNC(=O)c1ccc(OC2CCN(S(=O)(=O)N(C)C)CC2)cc1	-2	23	5	i	0	-4	0	14	11	-8
O=C(OCC(=O)C12CC3CC(CC(C3)C1)C2)c1ccccn1	-1	29	5	i	0	-1	2	0	2	-2
O=C(COc1ccc(Cl)cc1Cl)N/N=C/c1ccccn1	0	31	-4	i	1	-5	4	15	11	1
Cn1ncc(Br)c1C(=O)Nc1c(F)c(F)cc(F)c1F	2	12	10	i	-3	-1	24	-6	17	-11
Clc1ccc(-c2nnsc2SCc2ccccc2)cc1	.	13	2	i	1	0	.	2	20	3
CC1(C)CC(=O)C(C=NCC2CCN(C(=O)Cc3ccccc3)CC2)=C(O)C1	1	27	6	i	0	0	.	2	7	4
O=C(N/N=C/C=C/c1ccccc1)c1cccc(Br)c1	1	64	8	i	-2	-2	39	-5	3	10
O=C(NCCCO)C(=O)NCc1ccccn1	-1	4	-5	i	-2	3	-1	0	6	5
Cc1ccccc1C(=O)NC1CCN(CC(=O)NC2CCCCC2)CC1	-1	23	-6	i	-3	2	-5	1	24	2
Cc1ccc(C2CC(C(F)(F)F)n3ncc(C(=O)NCc4ccco4)c3N2)cc1 (centres undefined)	-2	18	-6	i	1	3	2	7	2	-2
CCOC(=O)N1CCN(C(=S)NC(=O)/C=C/c2ccc(C)cc2)CC1	-1	22	6	i	-1	0	5	1	9	3
CCOCC(=O)Nc1cccc(Br)c1	-2	33	7	i	-2	1	0	-6	14	0
COc1cc(OC)cc(C(=O)NNC(=O)NC2CCCCC2)c1	-2	7	-6	i	-4	2	2	4	22	2
CCOc1ccc(NC(=O)Nc2ccc(Cc3ccncc3)cc2)cc1	-2	-6	0	i	1	-8	-2	3	-2	2
O=C1c2cccc([N+](=O)[O-])c2C(=O)N1C1CCCCC1	0	12	-6	i	1	0	-2	-4	6	-5
O=S(=O)(c1ccc(F)c(F)c1F)N1CCN(C(=S)Nc2ccccc2)CC1	1	-6	-4	i	1	-1	7	-1	4	-4
COC(=O)C1=C(C)N(c2ccc(Cl)c(Cl)c2)C(=O)C1	1	18	23	i	0	2	-3	3	46	3
CCN1CCN(c2oc(-c3ccco3)nc2C#N)CC1	0	8	-3	i	-6	-4	.	-14	-1	-15
COc1ccc(C2Nc3ccccc3C(=O)N2c2ccccc2)cc1CSc1ccccn1 (centres undefined)	-1	20	-4	i	0	-1	1	-1	12	3
COC(=O)C1=C(C)N(c2ccc(C)c(C)c2)/C(=C/c2ccco2)C1=O	0	38	7	i	-1	0	7	1	7	11
N#Cc1c(NC(=O)C2CC2)sc2c1CCCCC2	1	13	22	i	0	2	10	25	49	8

Rewritten with values ahead of the structure: 2 of the compounds above.
GSK3 alpha inh | AI-2 QS mod | HSF1 inh | PolyA inh | GSK3B inh | HSP90 refold inh | Dyrk1A ADPGlo | Platelet DG rel | HSF-1 act | HDAC3 inh | SMILES
-4 | -9 | -3 | i | -2 | 1 | 8 | -7 | -4 | 6 | CCOC(=O)c1ccc(NC(=O)CCC(=O)OC)cc1
-1 | 9 | -6 | i | 1 | -2 | 2 | -2 | 19 | -2 | Cc1ccccc1Nc1nc(N)nc(CSc2nc3ccccc3c(=O)n2CCCO)n1

Going on with the list.
SMILES	GSK3 alpha inh	AI-2 QS mod	HSF1 inh	PolyA inh	GSK3B inh	HSP90 refold inh	Dyrk1A ADPGlo	Platelet DG rel	HSF-1 act	HDAC3 inh
CCOC(=O)N1CCN(C(=O)c2cn(CC)c3ccc(S(=O)(=O)N4CC(C)CC(C)C4)cc3c2=O)CC1 (centres undefined)	0	-5	-14	i	0	2	0	2	-4	1
Cc1cnc(NC(=O)C2CCCO2)s1 (centres undefined)	0	0	-5	i	0	3	7	11	-13	4
O=C(Oc1ccc[nH]c1=O)c1cccc(Cl)c1	-1	34	-6	i	-1	5	.	-5	-19	-2
CCOC(=O)c1ccc(NC(=O)C2(c3ccccc3)CCOCC2)cc1	-3	1	-5	i	4	1	-4	28	-5	1
COc1cc(NC(=S)N2CCN(CCO)CC2)cc(OC)c1	0	-3	-4	i	-2	3	10	-3	3	-1
Cc1ccc(-n2c(C)cc(=O)cc2C)c(C)c1	0	12	-3	i	20	0	-6	3	-15	-1
CCOc1ccc(NC(=O)CCN2CCN(S(=O)(=O)c3ccc(Cl)cc3)CC2)cc1	-4	9	-6	i	5	5	-4	-5	8	-1
O=C(NCC(=O)N(CCN1CCOCC1)C(C(=O)NC1CCCC1)c1ccccc1)c1cccs1 (centres undefined)	-2	7	-9	i	0	-6	-1	-1	-14	-6
Cc1ccc(S(=O)(=O)Nc2ccc(OCC(=O)N3CCOCC3)cc2)c(C)c1NS(C)(=O)=O	-1	.	-2	i	.	0	-4	-11	35	-3
CCOc1ccc(C2c3[nH]c4ccccc4c3C[C@H]3C(=O)N(C4CC4)CC(=O)N23)cc1OC (some centres undefined)	-2	24	-9	i	0	2	-3	13	1	-7
NNc1nc2c(-c3ccc(F)cc3)nnn2c2ccccc12	-3	34	43	i	2	1	4	24	34	-5
Cc1c(Cl)c([N+](=O)[O-])nn1CC(=O)N1CCN(Cc2ccccc2)CC1	-1	8	-1	i	5	-1	3	6	9	6
CCOc1ccc(-c2nc3n(c(=O)c2C#N)CCCS3)cc1	-2	-1	-3	i	1	-2	6	?	-5	0
CCN(CC)Cc1c(O)ccc2c(=O)c(Oc3ccccc3OC)coc12	2	18	-4	i	0	-1	7	-2	-7	-40
O=C(O)CN1C(=O)/C(=C\c2cccc(OCc3ccc(Cl)cc3Cl)c2)SC1=S	-5	17	-2	i	0	7	.	-1	10	11
Cc1cccc(/C=C/c2onc(C)c2S(=O)(=O)N2CCC(C(=O)N3CCCCCC3)CC2)c1	4	17	19	i	-3	0	-1	-17	30	9
CNC(=S)NNC(=O)c1cccn(Cc2ccc(Cl)cc2Cl)c1=O	0	3	13	i	6	-1	.	3	-8	0
CCC(=O)Nc1ccc2nc(SCC(=O)N3CCOCC3)sc2c1	-1	12	6	i	-1	3	2	-7	15	18
COc1ccc(NC(=O)c2ccc3[nH]c(C)c(C)c3c2)cc1	-1	3	4	i	2	2	-5	1	19	8
COc1ccc(/C=C/C(=O)Nc2ccc3nc4n(c(=O)c3c2)CCCC4)cc1OC	-4	10	-7	i	-3	-4	-1	-8	-4	2
OCC1(Cc2ccc(Cl)cc2)CCN(Cc2ccc(Oc3ncccn3)cc2)CC1	0	16	2	i	-1	3	0	6	-6	2
CCC(=O)Nc1ccc2oc(-c3ccccc3Br)nc2c1	1	12	19	i	2	4	9	-1	44	-2
CC(C)OC(=O)CC(=O)CSc1nc(-c2ccc(F)cc2)cc(-c2ccccc2)c1C#N	-3	17	-3	i	1	5	-6	-2	3	2
Cc1c(Cc2ccccc2)sc(NC(=O)/C=C/c2cccc3ccccc23)c1C(N)=O	0	13	-1	i	2	4	-13	-2	-8	5
